# CYP2C19 inhib = blocks human cytochrome P450 2C19. P33261. CYP2C19 Supersomes, luciferin-H EGE luminescence, 30 min. inhibition, % at 5 µM. 96,000 tested, 21% active. AID 778;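 active means CYP2C19 inhibition above a set limit at 5 µM in the primary screen, cut at about 50% in these data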;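 further: plate controls were negative control wells for no effect and 2.5 mM tranylcypromine positive control for full effect; values of inactives mirror those of a sister screen read the other way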
# Target sequence (P33261 whole entry, looked up): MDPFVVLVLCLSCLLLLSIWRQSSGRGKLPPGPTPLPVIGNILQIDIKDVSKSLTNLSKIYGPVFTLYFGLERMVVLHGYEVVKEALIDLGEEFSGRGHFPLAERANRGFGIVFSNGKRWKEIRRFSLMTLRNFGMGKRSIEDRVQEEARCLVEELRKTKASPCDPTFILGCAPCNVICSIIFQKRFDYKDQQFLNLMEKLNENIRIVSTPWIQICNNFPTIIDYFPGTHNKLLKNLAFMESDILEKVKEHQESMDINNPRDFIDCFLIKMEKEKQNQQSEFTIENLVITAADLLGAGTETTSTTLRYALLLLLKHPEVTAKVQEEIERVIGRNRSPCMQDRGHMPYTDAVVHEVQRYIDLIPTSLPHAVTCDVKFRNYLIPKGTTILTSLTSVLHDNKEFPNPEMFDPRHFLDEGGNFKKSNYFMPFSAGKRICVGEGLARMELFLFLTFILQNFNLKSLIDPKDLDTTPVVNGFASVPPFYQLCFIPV
# Calb biofilm kill = kills Candida albicans biofilms; inhibition, % at 6 µM; C. albicans biofilm + clotrimazole, Alamar Blue; 85,000 tested, 0.14% active;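 active means inhibition above 20%; inactive means inhibition below 20%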;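 further: preformed 24 hr biofilms exposed to compound for 48 hr; 0% = biofilm without compound and 100% = blank killed by clotrimazole plus chlorhexidine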
# CYP2C9 act = activators of human CYP2C9; AID 1024; activation factor at 5 µM; P11712; 96,000 tested, 1.4% active; recombinant CYP2C9, luciferin-H conversion, luminescence; stronger effect = higher value; factor 1 = untreated enzyme, 0 = blocked;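 active means activation factor of 2 or more for CYP2C9 at a 5 µM dose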;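 further: 0 = sulfaphenazole-blocked wells and 1 = vehicle-only wells; values of inactives mirror those of a sister screen read the other way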
# HUVEC tox TNFa = toxic to HUVEC cells under TNF alpha stimulation; HUVEC TNFalpha-stimulated, Hoechst cell count, imaging; cell count reduction, % at 2 µM; 93,000 tested, 0.17% active;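 active means cell count reduction exceeding the screen mean by over 5 SD, scaled to untreated wells per plate, cut at about 78% in these data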;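 further: cells counted after 24 h of TNF alpha exposure following the 1 h pretreatment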
# CYP2C9 inhib = inhibitors of human CYP2C9. inhibition, % at 5 µM. 96,000 tested, 20% active. CYP2C9 Supersomes, luciferin-H conversion, luminescence. AID 777;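 active means blocking of liver enzyme CYP2C9 beyond about 50% at 5 µM, limit read from the data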; further: values of inactives mirror those of a sister screen read the other way
# IL1B cytotox = HUVEC cytotoxicity counter-screen, IL-1B stimulated; 94,000 tested, 0.41% active; HUVEC cell count loss, Hoechst imaging; cell count reduction, % at 2 µM;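 active means cell count reduction more than 3 SD above the screen-wide mean, cut at about 70% in these data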;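 further: normalized per plate to untreated control cells as the no-loss baseline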
# VCAM1 TNFa inh = reduces TNF alpha induced VCAM1 expression in HUVEC; 95,000 tested, 0.48% active; AID 802; inhibition, % at 2 µM; HUVEC TNFa-induced VCAM-1 immunofluorescence, high-content imaging;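 active means inhibition above the batch mean plus 3 SD, with images confirmed as a hit by eye, cut at about 37% in these data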;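 further: 0% = TNF-stimulated DMSO wells and 100% = unstimulated control wells; not every result past the cut was called active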
# hDAT+cocaine = changed human dopamine transporter uptake under cocaine IC80; LLC-PK1 hDAT cells, [14C]-dopamine uptake with cocaine IC80; actives deviate in either direction; B-score at 10 µM; 110,000 tested, 1.3% active; AID 449768;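 active means Z score or B-score, a plate-position-corrected score, falls beyond the plate's 99.7% confidence bounds, in either direction; inactive means both scores lie inside the 99.7% bounds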;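 further: scored against the spread of the other compound wells on the same plate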
# Target sequence (Q01959 whole entry, looked up): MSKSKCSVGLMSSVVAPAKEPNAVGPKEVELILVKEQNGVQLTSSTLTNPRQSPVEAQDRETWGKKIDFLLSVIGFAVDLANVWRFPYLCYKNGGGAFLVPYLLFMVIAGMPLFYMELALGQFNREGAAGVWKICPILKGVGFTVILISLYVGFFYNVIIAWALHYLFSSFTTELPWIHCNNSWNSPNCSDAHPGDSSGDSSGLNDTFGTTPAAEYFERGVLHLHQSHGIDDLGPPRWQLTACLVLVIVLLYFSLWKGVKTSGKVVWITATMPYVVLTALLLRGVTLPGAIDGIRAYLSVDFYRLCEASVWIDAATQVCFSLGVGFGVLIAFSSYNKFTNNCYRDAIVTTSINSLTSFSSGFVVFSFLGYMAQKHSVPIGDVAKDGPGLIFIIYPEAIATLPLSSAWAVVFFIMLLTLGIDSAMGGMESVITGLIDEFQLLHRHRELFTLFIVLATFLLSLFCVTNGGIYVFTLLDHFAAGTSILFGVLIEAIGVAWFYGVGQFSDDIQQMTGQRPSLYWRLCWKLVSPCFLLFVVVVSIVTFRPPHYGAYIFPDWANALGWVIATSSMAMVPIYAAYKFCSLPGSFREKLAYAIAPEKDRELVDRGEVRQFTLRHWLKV
# CYP2C19 act = activators of human cytochrome P450 2C19; 96,000 tested, under 10 active; activation factor at 5 µM; P33261; recombinant CYP2C19, luciferin-H EGE luminescence; stronger effect = higher value; 0 = fully inhibited enzyme, 1 = untreated enzyme; AID 1025;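 active means activation factor of at least 2 at 5 µM in the primary screen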;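 further: 0 = wells with 2.5 mM tranylcypromine and 1 = vehicle-only wells; values of inactives mirror those of a sister screen read the other way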
# * = called active by the depositor; · = no result given. Compounds were not picked by outcome; overall some 29% were active at least once.
# Values in the order – CYP2C19 inhib	Calb biofilm kill	CYP2C9 act	HUVEC tox TNFa	CYP2C9 inhib	IL1B cytotox	VCAM1 TNFa inh	hDAT+cocaine	CYP2C19 act
Cn1c(SCC(=O)Nc2nccs2)nnc1-c1ccc(S(=O)(=O)N2CCCC2)cc1
→ 10	7	0.9	-26	6	-13	-1	-0.74	0.9
CCC1Oc2ccc(C)cc2N(CC(=O)N2CCN(c3ccc(F)cc3)CC2)C1=O (stereo unspecified)
→ 45	-7	0.9	-35	14	-25	18	0.93	0.5
Cc1ccc(S(=O)(=O)NCC(=O)N(CC(=O)NCC2CCCO2)Cc2ccccc2)cc1 (stereo unspecified)
→ 30	20*	1	3	1	0	0	1.8	0.7
Cc1ccc2[nH]c(=O)c(CN(CCCN(C)C)C(=O)Nc3ccc(Cl)cc3)cc2c1
→ 6	6	0.8	-12	20	3	-1	1.1	0.9
Cc1cc(C)nc(-n2nc(C)cc2NC(=O)c2cccc(S(=O)(=O)N(C)C)c2)n1
→ -2	8	1	·	-4	·	·	·	1
CCCCNCC(=O)Nc1sc(C)c(C)c1C(=O)OCC
→ ·	7	·	10	·	9	15	0.074	·
Cc1ccc(S(=O)(=O)N2CCSC2c2ccco2)cc1 (stereo unspecified)
→ 96*	5	0.7	4	27	-10	10	0.0066	0
Cc1nn(-c2ccc(Cl)cc2)c2sc(C(=O)c3c(N)n(C)c(=O)n(C)c3=O)cc12
→ 21	·	0.7	5	28	22	-10	0.47	0.8
Cc1nc(N)nc(C)c1Cc1ccccc1
→ 18	7	1.2	-28	-17	-34	-1	-0.3	0.8
O=C(Nc1cnn(Cc2ccc(Cl)cc2)c1)C1CCCC1
→ 85*	7	0.4	-30	56*	22	-7	-0.3	0.2
COc1ccc(S(=O)(=O)Nc2nc3ccccc3s2)cc1
→ 8	-6	0.5	2	50*	22	14	-0.47	0.9
O=C(O)CCC(=O)N(Cc1ccco1)c1nc(-c2ccccc2)cs1
→ 2	7	0.9	-30	5	8	-4	0.4	1
CCCCc1c(C)nn(-c2nnc3c4ccccc4n(CC)c3n2)c1C
→ 14	11	0.9	-14	10	33	-9	1.1	0.9
CCOc1ccc(NC(=O)CC2C(=O)N(c3ccccc3)C(=S)N2Cc2ccccn2)cc1 (stereo unspecified)
→ 47	6	1	-17	4	1	0	0.26	0.5
CC(C)NC(=O)c1ccccc1NC(=O)CS(=O)(=O)Cc1ccccc1
→ 17	1	0.2	-50	80*	10	5	1.2	0.8
CCCCC(=O)Nc1ccc(Br)cn1
→ 57*	5	0.9	-56	12	-12	12	0.33	0.4
COc1ccc(NC(=O)CSc2nnc(C3CC3)n2N)cc1
→ 6	2	0.9	0	8	-6	-18	1.1	0.9
Cc1csc(-c2cnn(-c3ccccc3)c2NC(=O)c2ccc(C(F)(F)F)cc2)n1
→ 19	1	0.9	-21	14	-4	7	1	0.8
COc1ccc(C2/C(=C(\O)c3cccc(OC)c3)C(=O)C(=O)N2c2ccccn2)cc1 (stereo unspecified)
→ 29	-3	0.3	0	69*	0	-3	1.1	0.7
Oc1[nH]c2ccccc2c1OCc1ccncc1
→ 34	6	0.7	10	35	32	-6	0.47	0.7
O=S(=O)(c1ccc(Cl)cc1)N1CCN(c2ccc(N3CCOCC3)nn2)CC1
→ -19	4	1.1	·	-8	·	·	-1	1.2
COc1ccc(Nc2ncccc2C(=O)O)cc1
→ -4	3	0.7	-10	32	-8	2	-0.31	1
COc1ccc(C2C(C(=O)NCCN(C)C)c3cc(OC)c(OC)cc3C(=O)N2C)cc1OC (stereo unspecified)
→ 2	-1	1	·	-1	·	·	-1.2	1
COCCn1c(=O)c2c(nc3n2CCN3c2ccc(C)cc2)n(C)c1=O
→ 1	8	1	-13	0	-9	2	-0.76	1
CCOC(=O)CSc1nc2cc(C(=O)NCc3ccco3)ccc2c(=O)n1C1CCCCC1
→ 20	8	0.5	0	51*	-20	2	0.4	0.8
COc1ccc(Cl)cc1Nc1nc(C)cc(=O)[nH]1
→ 4	1	1	-9	5	-4	11	-0.88	1
Cc1ccc(S(=O)(=O)NCCCCCC(=O)Nc2nccs2)cc1
→ 74*	3	0.2	5	80*	-32	9	0.98	0.3
OC1(c2ccc(F)cc2)CCN(Cc2ccccc2)C1 (stereo unspecified)
→ 84*	10	1	-7	1	-33	3	0.18	0.2
Cc1nnc(NC(=O)c2ccc(S(=O)(=O)N3CCCCCC3)cc2)o1
→ 16	·	0.9	-38	14	-1	-40	0.76	0.8
O=C(CN1CCOCC1)Nc1cccc(C(=O)Nc2cccc(C(F)(F)F)c2)c1
→ 25	5	0.5	·	52*	1	-34	3.1	0.8
CCC(=O)N(CCC1(C(C)C)CCOC(C)(C)C1)Cc1ccco1 (stereo unspecified)
→ 59*	2	0.9	5	14	-17	-9	-0.1	0.4
COc1ccccc1NC(=O)N1CCC(C(=O)c2ccc(F)cc2)CC1
→ 32	4	3.4*	-23	-237	23	11	1.2	0.7
C=CCn1c(SCC(=O)NCc2ccco2)nc2sc(C)c(C)c2c1=O
→ ·	6	·	-17	·	-21	-16	0.61	·
O=C(COc1ccc(-c2ccccc2)cc1)N/N=C/c1ccccc1Br
→ 25	·	0.8	21	21	-22	32	-0.46	0.8
CCN(CC)c1ccc(/C=N/Nc2nc(C)cc(=O)[nH]2)cc1
→ 7	·	1.2	3	-22	-75	12	·	0.9
CCCn1cc(SCC(=O)NCc2ccco2)c2ccccc21
→ 52*	-5	1.8	22	-79	4	-1	0.89	0.5
COC(=O)c1ccc(NC(=O)CN2C(=O)CCC2=O)cc1
→ -2	4	1	·	-2	·	·	0.18	1
Cc1cc(C)cc(OCC(=O)NN2Cc3ccccc3C2=N)c1
→ -2	-3	1.4	-14	-36	23	14	0.93	1
O=C(Cc1nc2ccccc2[nH]1)NCc1ccco1
→ 18	5	0.9	7	8	19	45	-0.65	0.8
COC(=O)CSc1nnc(-c2ccoc2C)n1-c1ccc(OC)cc1
→ 39	-4	0.9	-10	8	-8	15	1.4	0.6
CCN(CC)C(=O)C1CCCN(Cc2ccc(OC)c(C)c2)C1 (stereo unspecified)
→ 19	8	1.1	·	-12	·	·	-1.5	0.8
Cc1ccsc1/C=C/c1ccc2ccccc2n1
→ 3	·	1	14	4	12	-16	·	1
COc1ccc(N=C2S/C(=C\c3ccc(C)o3)C(=O)N2CC(C)C)cc1
→ 12	·	0.6	15	37	-20	-10	-0.53	0.9
COc1ccc(C2C3=C(N=C4SCC(=O)N42)c2ccccc2CC3)cc1OC (stereo unspecified)
→ 39	3	0.5	7	54*	8	-5	1	0.6
CCn1cc(C(=O)NC2CCCCCC2)c2cc(OC)c(OC)cc2c1=O
→ 4	6	0.9	·	6	·	·	0.96	1
O=C(C1CCCO1)N1CCN(C(c2ccccc2)c2ccccc2)CC1 (stereo unspecified)
→ -11	·	1	-5	3	-35	20	0.71	1.1
CCn1c(SCC(=O)N2CCN(c3ccccc3)CC2)nnc1-c1cc2cc(Cl)ccc2o1
→ -4	-1	0.9	2	6	4	4	-0.25	1
O=c1c2ccccc2[nH]c(=S)n1CCCN1CCOCC1
→ 60*	0	1	19	4	·	17	-0.2	0.4
CC(C)OCCCNC(=O)c1cc2c(=O)n(C)c3ccccc3c2n1C
→ 23	3	0.9	0	14	11	-18	0.46	0.8
COc1ccc(-c2nnnn2C)cc1S(=O)(=O)NCc1ccccc1
→ 10	1	0.9	·	7	-39	-11	0.73	0.9

# New compounds follow.
# Values in the order – CYP2C19 inhib	Calb biofilm kill	CYP2C9 act	HUVEC tox TNFa	CYP2C9 inhib	IL1B cytotox	VCAM1 TNFa inh	hDAT+cocaine	CYP2C19 act
Cc1cc(C)c2ccc(C(=O)O)nc2c1O
→ -13	1	1.1	-17	-12	3	-2	0.3	1.1
CC(C)NC(=O)NS(=O)(=O)c1cnccc1NC1CC2CCC1C2 (stereo unspecified)
→ ·	5	·	-4	·	-43	24	0.2	·
CCOc1cc2[nH]c(=S)n(CCOC)c(=O)c2cc1OCC
→ -10	8	0.9	·	13	·	·	0.11	1.1
COC(=O)Nc1sc2c(c1C(N)=O)CCCCCC2
→ 55*	6	1.1	-18	-8	-25	-4	0.49	0.5
CCOc1ccc(Cn2nnc(C(=O)NCc3ccccc3)c2N)cc1
→ -7	-1	1	-20	-2	5	16	-0.81	1.1
CC1(c2cccs2)CC(c2cccs2)=C(C#N)C(=O)N1 (stereo unspecified)
→ 79*	-1	1.6	-24	-57	-38	12	-0.25	0.2
CN(C)C(=O)CSC1c2ccccc2C(=O)N1c1ccccc1 (stereo unspecified)
→ -3	·	1	-6	-2	-21	6	0.6	1
CCN(CC)C(=O)CSc1nc2ccccc2c(=O)n1CC
→ 15	·	0.7	-26	31	0	0	-0.27	0.8
CCOC(=O)c1nnn(-c2nc(OC)nc(N3CCCC3)n2)c1-c1ccccc1
→ 68*	8	0.5	-2	53*	-17	12	·	0.3
COc1cc(C(=O)Nc2nncs2)cc(OC)c1OC
→ -1	8	1	·	-3	·	·	1.2	1
CCC(c1nnnn1Cc1ccc2c(c1)OCO2)N1CCN(c2ccccc2)CC1 (stereo unspecified)
→ 68*	-1	0.2	-8	81*	-29	-4	0.34	0.3
Cc1cc(C)n(C(=O)c2c([N+](=O)[O-])cnn2C)n1
→ ·	8	·	-8	·	14	10	-0.45	·
CS(=O)(=O)Nc1ccccc1C(=O)c1ccccc1
→ 61*	2	1.2	4	-19	-13	-1	-0.055	0.4
COC(=O)c1sc2nc(-c3ccccc3)c3c(c2c1N)CCCC3
→ 3	·	0.7	-2	32	8	8	-1.1	1
CCn1cc(C(=O)Nc2cccc(C(=O)OC)c2)c(=O)c2ccc(C)nc21
→ 0	3	1.2	·	-19	·	·	1.6	1
Cc1nnsc1NC(=O)OCCCl
→ -3	2	1	-1	0	-10	6	-0.22	1
CN1CCN(C2CC(=O)N(Cc3ccc(N4CCCC4=O)cc3)C2=O)CC1 (stereo unspecified)
→ -14	9	1.1	-9	-6	-14	17	0.14	1.1
COc1ccc(OC)c(C(=O)c2coc3ccc(O)cc23)c1
→ 70*	6	0.3	-30	73*	-18	8	-1.2	0.3
O=C1CCc2cc(S(=O)(=O)N3CCC(C(=O)NC4CCCc5ccccc54)CC3)ccc2N1 (stereo unspecified)
→ 12	1	0.9	-22	5	6	7	-0.32	0.9
CC(=O)c1ccc(OC(=O)c2cccs2)cc1
→ 19	·	0.9	0	12	0	13	-0.024	0.8
O=C(O)CSCC(=O)NCc1ccccc1
→ 2	1	1.1	23	-11	7	40	0.01	1
CN1CCN(Cn2cc(/C=C/C(=O)c3ccccc3)c3ccccc32)CC1
→ 81*	-1	0	9	96*	-20	-9	0.44	0.2
O=C(O)c1cccc(Nc2nc(N3CCOCC3)nc(N3CCOCC3)n2)c1
→ -15	11	1.1	-7	-12	-46	8	-0.35	1.2
COc1ccc(/C(N)=N/OC(=O)c2cccc([N+](=O)[O-])c2)cc1
→ -9	6	1.1	-4	-6	-12	10	-0.4	1.1
COC(=O)c1[nH]c2ccc(C)cc2c1NC(=O)C1=COCCO1
→ 17	13	0.7	-17	27	-19	14	1.2	0.8
Cc1nn(-c2ccc(F)cc2)c2nc(N)c(C#N)c(-c3cccs3)c12
→ -12	-2	0.9	-43	8	-37	-10	-0.07	1.1
Cc1cc(=O)oc(C)c1C(=O)NCCCN1CCN(c2ccccc2F)CC1
→ 8	7	0.4	-3	64*	-59	-22	0.27	0.9
Clc1ccc(Nc2ccc(-n3ccnc3)nn2)cc1Cl
→ 100*	·	0	-21	99*	-26	17	0.1	0
